Screens from PubChem BioAssay.
PvdQ inh – P. aeruginosa PvdQ acylase inhibitors, primary screen, biochemical, fluorescence, plate reader and imaging, single point. PvdQ acylase [Pseudomonas aeruginosa LESB58]. purified PvdQ acylase. inhibition, % at 10 µM. 0.063% of 340,000 active. AID 488965, 2010; in the data active = inhibition above about 30%, passing the limit was not always enough; inconclusive = no clear call, values can overlap the other calls;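 also: 0% = vehicle neutral wells and 100% = reference inhibitor wells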
Rtt109 Vps75 – inhibitors of C. albicans Rtt109/Vps75 HAT, primary screen, biochemical, ThioGlo CoA-SH fluorescence, plate reader. Histone acetyltransferase RTT109 (Candida albicans (strain SC5314 / ATCC MYA-2876)), …. purified Rtt109/Vps75, 4 h. inhibition, % at 34.9 µM. 0.16% of 330,000 active. AID 540336, 2011;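 active = inhibition of at least 50% in every replicate; inconclusive = best replicate reaches 50% inhibition but some replicates fall short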
Target sequence (Q5AAJ8 whole entry, looked up): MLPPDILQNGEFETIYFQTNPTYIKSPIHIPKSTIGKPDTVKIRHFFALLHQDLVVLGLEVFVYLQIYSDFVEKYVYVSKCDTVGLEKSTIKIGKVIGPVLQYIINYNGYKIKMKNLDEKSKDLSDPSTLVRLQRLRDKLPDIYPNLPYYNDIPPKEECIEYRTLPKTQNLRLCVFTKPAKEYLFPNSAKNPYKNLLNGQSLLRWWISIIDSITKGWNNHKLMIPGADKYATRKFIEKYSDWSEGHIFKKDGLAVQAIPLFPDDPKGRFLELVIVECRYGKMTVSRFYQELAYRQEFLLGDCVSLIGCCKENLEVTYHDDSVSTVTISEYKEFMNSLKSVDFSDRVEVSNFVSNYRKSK
MITF TRPM1 HTS – activators of MITF-driven TRPM1 promoter reporter, primary screen, cell-based, SK-MEL-5, luciferase, single point | SK-MEL-5 TRPM1-promoter luciferase, 24 h; % of positive control, neutral wells = 0 | activation, % at 12.5 µM | 0.75% of 300,000 active | AID 588334, 2011;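 active = mean activation of at least 80% with every replicate also reaching 80%; inconclusive = mean reaches 80% but some replicate falls short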;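 also: 0% = neutral control wells and 100% = parthenolide positive control wells; values of inactives mirror those of a sister screen read the other way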
HTR5A ag – HTR5A agonists in luminescence cell assay, primary screen, counter-screen for OPRM1-OPRD1 heterodimer agonist project, full-deck HTS. 5-hydroxytryptamine receptor 5A (Homo sapiens), P47898. cell-based. activation, % at 9.3 µM. 0.61% of 340,000 active. AID 504692, 2011; in the data active = activation mostly above about 9.5%, no sharp cut-off; inactive = mostly below about 7.6%;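 also: 0% = cells with vehicle only and 100% = reference agonist; strong numbers were not always called active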
SR-BI HDL uptake – inhibitors of SR-BI mediated HDL lipid uptake, primary screen, ldlA[mSR-BI] cells, fluorescence, single point; Scavenger receptor class B member 1 (Mus musculus), Q61009; ldlA[mSR-BI] CHO cells, DiI-HDL uptake fluorescence, 3 h; inhibition, % at 12.5 µM; 0.96% of 320,000 active;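 active = mean replicate inhibition of at least 70% and a set share of replicates each scoring 70 or more; inconclusive = meets just one of the two criteria; inactive = fails both criteria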;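 also: 0% = median of neutral control wells and 100% = median of positive control wells; values of inactives mirror those of a sister screen read the other way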
cardiac RTF act – cardiac RTF calcium sensitivity activators, primary screen, biochemical, IANBD-TnC fluorescence, EC20 calcium | Troponin I, cardiac muscle (Homo sapiens) + Troponin T, cardiac muscle (Homo sapiens) + … | IANBD-labeled TnC RTF fluorescence at EC20 calcium; 0% EC20 calcium, 100% full calcium | activation, % at 7.2 µM | 0.24% of 340,000 active | AID 493008, 2010;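 active = activation above the mean over all tested compounds plus 3 SD, cut at about 30% in these data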;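 also: rise in fluorescence read as greater calcium sensitivity of cardiac thin filaments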
SR-BI uptake up – activators of SR-BI mediated DiI-HDL uptake, primary screen, ldlA[mSR-BI] CHO cells, DiI fluorescence. 3 h; 100 = double the neutral-control signal. activation, % at 12.5 µM. 0.096% of 320,000 active;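 active = mean replicate activation of at least 60% and every replicate at or above 60%; inconclusive = mean or all-replicate condition met, but not both; inactive = mean below 60% and not all replicates reaching 60%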;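 also: 0% = median plate neutral-control signal and 100% = twice that signal; values of inactives mirror those of a sister screen read the other way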
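system = CHO ldlA[mSR-BI] cells, LDL receptor-null, SR-BI overexpressing | medium = Ham's F12 with 0.5% BSA, HEPES 25 mM, pH 7.4 | probe or stimulus = DiI-HDL 10 µg/mL | compound dosing = single-point compound dose | incubation = compound exposure 3 h, 37 °C | technique = DiI fluorescence, bottom read | read-out = cell-associated DiI fluorescence as measure of HDL uptake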
CDK5 inh – inhibitors of human CDK5/p35 kinase, primary screen, biochemical, single concentration; Recombinant CDK5/p35, ADP-Glo luminescence, 60 min; 0.01% of 330,000 active; Cyclin-dependent kinase 5 (Homo sapiens) + Cyclin-dependent kinase 5 activator 1 (Homo …; inhibition, % at 10 µM;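 active = highest replicate inhibition of at least 50% and at least 75% of replicates reaching 50%; inconclusive = only one of the two criteria met; inactive = both criteria failed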;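 also: plate controls were DMSO neutral control for no effect and GW8510 at 10 µM for full effect; many of its hits are not listed in these tables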
Target sequence (Q00535 whole entry, looked up): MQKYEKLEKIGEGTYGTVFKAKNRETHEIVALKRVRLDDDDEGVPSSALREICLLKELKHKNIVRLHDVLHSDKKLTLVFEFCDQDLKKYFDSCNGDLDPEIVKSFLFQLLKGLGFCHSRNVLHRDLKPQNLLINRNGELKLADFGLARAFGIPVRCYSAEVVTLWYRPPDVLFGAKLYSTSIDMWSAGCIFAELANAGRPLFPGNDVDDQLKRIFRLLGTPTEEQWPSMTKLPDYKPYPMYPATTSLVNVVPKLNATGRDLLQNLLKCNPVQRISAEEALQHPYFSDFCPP
Target sequence (Q15078 whole entry, looked up): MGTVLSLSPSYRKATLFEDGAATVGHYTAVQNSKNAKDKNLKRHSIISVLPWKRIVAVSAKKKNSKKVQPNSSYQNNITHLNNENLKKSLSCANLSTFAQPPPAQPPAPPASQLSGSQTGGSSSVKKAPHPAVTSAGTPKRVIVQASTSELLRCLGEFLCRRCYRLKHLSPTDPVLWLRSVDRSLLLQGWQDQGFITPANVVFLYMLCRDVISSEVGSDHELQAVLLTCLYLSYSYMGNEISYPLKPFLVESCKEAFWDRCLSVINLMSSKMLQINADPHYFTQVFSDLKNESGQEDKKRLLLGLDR
dFosB act – activators of delta FosB homodimer, primary screen, biochemical, fluorescence polarization, TAMRA-CDK5 oligo, single point. Protein FosB (Mus musculus), P13346. purified delta FosB; percent of positive-control signal above neutral wells. activation, % at 25 µM. 0.99% of 340,000 active;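 active = mean activation above about 17%, with every replicate also reaching it, limit read from the data, passing the limit was not always enough; inconclusive = only one of the two conditions met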;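 also: fluorescence polarization rise as delta FosB binds a TAMRA Cdk5 AP-1 oligo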
Wnt act – Wnt/beta-catenin pathway activators, primary screen, cell-based, plate reader, single point | 1.2% of 300,000 active | activation, % at 9.35 µM | Wnt/beta-catenin reporter cell assay, activator | AID 743398, 2014; in the data active = activation above about 30%, passing the limit was not always enough; inconclusive = no clear call, values can overlap the other calls;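 also: 0% = neutral control wells and 100% = positive control wells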
Numbers without * were called inactive; ? = inconclusive; / = no result given; & = joins results of further samples.

Compound,PvdQ inh,Rtt109 Vps75,MITF TRPM1 HTS,HTR5A ag,SR-BI HDL uptake,cardiac RTF act,SR-BI uptake up,CDK5 inh,dFosB act,Wnt act
CC(C)(C)c1ccc(S(=O)(=O)N2CCC(NC(=O)c3ccco3)CC2)cc1,-16,0,1,-3,-20,4,21,0.6,4,-1
COc1cccc(NC(=O)Nc2ccc(C)c(Cl)c2)c1,-7,0,?,8,29,-4,-29,-1.0,-2,12
COc1ccc(C(=O)CNc2ccccc2C#N)cc1,2,-3,60,5,/,7,/,-0.8,-11,5
COc1cccc(C(=O)C2CCCN(Cc3c(C)n(C)n(-c4ccccc4)c3=O)C2)c1 (stereo not given),-9,-5,-9,-2,/,-3,/,0.6,-12,4
Cc1cc(N2CC(C(=O)Nc3nccs3)CC2=O)ccc1C(C)C (stereo not given),-7,-5,12,0,17,1,-17,-1.3,-15,-1
COc1ccc(NC(=O)c2ccccc2-c2ccccc2)c(C)c1,-4,-9,-7,-1,63,-5,-63,2.1,-9,-2
Clc1cccc(-c2ccnc3nc(-n4cccc4)nn23)c1,-12,1,6,3,24,3,-24,0.2,37*,/
Cc1ccc(Sc2sc(=O)n(C)c2S(=O)(=O)c2ccc(C)cc2)cc1,-7,-1,-2,-6,49,-1,-49,-1.3,5,0
CSCC[C@H](NC(=O)[C@@H]1Cc2ccccc2CN1)C(=O)NC1CCCCC1,-26,10,-1,-5,-5,3,5,-0.9,-5,-2
O=C(Nc1cc(Cl)ccc1Oc1ccccc1)C1=COCCO1,-10,/,5,6,45,-4,-45,-4.0,3,-3
c1ccc(Nc2ccc3c4c(cccc24)CC3)cc1,-8,7,/,-1,-5,52*,5,-3.8,5,-1
COc1ccccc1N1CCN(CC(=O)Nc2ccc(Cl)c(C(F)(F)F)c2)CC1,5,2,-13,-5,-6,-1,6,1.1,-4,-2

Compound,PvdQ inh,Rtt109 Vps75,MITF TRPM1 HTS,HTR5A ag,SR-BI HDL uptake,cardiac RTF act,SR-BI uptake up,CDK5 inh,dFosB act,Wnt act
CCOC(=O)C1(CCCc2ccccc2)CCN(S(C)(=O)=O)CC1,-20,13,6,4,/,-3,/,0.2,-3,0
CCCc1cc(-c2n[nH]c(=S)n2-c2cccc(C)c2)cs1,-17,15,-7,-2,1,1,-1,3.0,-15,0
O=C(Nc1ccc(Cl)cn1)C1CC1,10,-6,1,3,-12,5,12,-1.4,-8,-1
Cc1cc(Cc2cc(C)c(N)cc2C)c(C)cc1N,-11,-3,-10,0,-10,1,10,0.1,3,2
CCn1c(SCC(=O)c2c(N)n(C3CC3)c(=O)[nH]c2=O)nc2cc(S(N)(=O)=O)ccc21,-10,0,-2,1,-14,1,14,0.3,5,0
Cc1ccc(CN2CCN(C(=O)CC(C)C)CC2)cc1,5,-1,/,-1,-17,1,17,2.7,-1,-3
O=C(Nc1cccc(F)c1)c1coc(=O)c(Br)c1,21,-15,-8,2,-7,3,7,0.8,-12,-2
CCN1CCCC1CNC(=O)c1ccc2c(=O)n(CCOC)c(=O)[nH]c2c1 (stereo not given),-14,2,1,2,-35,-3,35,0.8,-5,/
CN(CCO)c1ncnc2nc[nH]c12,-15,-5,-10,7,-18,1,18,-2.9,3,0
COc1ccc(-c2noc(C)c2-c2ccc3ccccc3n2)c(O)c1,3,32,-5,6,4,-1,-4,1.4,-13,/
CN(c1ccccc1)S(=O)(=O)c1ccc(NC(=O)c2ccco2)cc1,-3,-2,9,4,12,5,-12,0.9,-3,-1
COc1cc2c(cc1OC)CN(CC(=O)Nc1ccccc1C#N)CC2,-10,-1,-26,1,/,1,/,1.0,-5,-2

Compound,PvdQ inh,Rtt109 Vps75,MITF TRPM1 HTS,HTR5A ag,SR-BI HDL uptake,cardiac RTF act,SR-BI uptake up,CDK5 inh,dFosB act,Wnt act
Cc1cc(-n2c(C)cc(C(=S)N3CCOCC3)c2C)ccc1Br,-10,-1,3,1,-17,3,17,0.2,-2,-3
COc1ccc(NS(=O)(=O)c2ccc3ccccc3c2)c2ncccc12,-13,-12,-28,-5,-14,6,14,0.2,-3,-5
COc1cc(Cl)ccc1OCc1cc(C(=O)N2C[C@@H]3CCC[C@H]2C3)no1,-5,7,58,3,5,-2,-5,0.5,-9,38*
Cc1cc(O)cc(O[C@H]2OC(CO)[C@H](O)[C@@H](O)[C@H]2O)c1 (stereo not given in full),-4,-1,-5,-3,-11,-6,11,-0.9,2,-1
CC(/C=C1\SC(=S)N(NC(=O)c2ccc(O)cc2)C1=O)=C\c1ccccc1,-11,2,-2,-5,-30,-8,30,-0.8,7,0
COc1ccc(C2=C(CN(C)C)C(c3ccccc3)c3ccccc3O2)cc1 (stereo not given),-17&8,-3&8,-8,-4,-5&16,0,5&-16,1.0,?,/
O=C(Nc1cnccn1)Nc1ccc(Cl)cc1Cl,7,11,7,-3,3,4,-3,-0.8,34*,3
O=C(CCCCCNC(=O)N1CCn2c1nc1ccccc12)N[C@@H](Cc1ccccc1)C(=O)O,-5,3,1,/,-12,1,12,-1.6,-6,-2
CCOC(=O)c1sc2nccc(OC)c2c1N=CNOC,4,-8,16,-5,-11,3,11,-0.8,-13,-2
Cc1nc(SCC(=O)NCCc2ccccc2)c2c(=O)n(C)c(=O)n(C)c2n1,-19,-9,2,3,-16,3,16,1.2,-1,0
O=C(NC1CCN(C(=O)NC2CCCCC2)CC1)c1cccc(F)c1,-14,-7,0,5,6,-4,-6,1.0,2,-4
O=C(c1cccc(C(F)(F)F)c1)C1CCCN(C(=O)c2cc(C3CC3)[nH]n2)C1 (stereo not given),-21,5,-2,2,-14,-3,14,-1.2,-8,-2

Compound,PvdQ inh,Rtt109 Vps75,MITF TRPM1 HTS,HTR5A ag,SR-BI HDL uptake,cardiac RTF act,SR-BI uptake up,CDK5 inh,dFosB act,Wnt act
CC(=Nc1ccccc1)C1=C(O)COC1=O,-8,-3,-7,-3,-20,-3,20,-0.6,-3,-1
COc1ccc(/C=C/c2c(-c3ccc(OC)cc3)sc3cc(OC)c(OC)cc23)cc1,-10,10,-5,1,38,-7,-38,2.7,-14,-1
O=C(O)c1ccc(Cl)c(NC(=O)C2CCCN2S(=O)(=O)c2cccc3nsnc23)c1 (stereo not given),-13,5,-3,-1,-8,6,8,-0.7,3,-1
Cc1n[nH]c(=O)n1-c1cccc(C(F)(F)F)c1,-16,-5,/,3,12,11,-12,0.2,0,1
O=c1[nH]cccc1-c1nc2ccccc2n1Cc1ccccc1F,-17,2,3,4,12,0,-12,0.3,1,2
O=c1ccc(Oc2nc(N3CCOCC3)nc(N3CCOCC3)n2)nn1-c1ccccc1,-6,8,-3,-4,-16,-5,16,2.8,-4,/
CCCCOc1ccccc1C(=O)N(Cc1ccc(C)o1)C1CCS(=O)(=O)C1 (stereo not given),-11,0,11,5,-16,0,16,1.1,-2,-2
CCn1nc(C(=O)OCC(=O)NCC(C)C)c2ccccc2c1=O,-5,0,9,0,-16,-2,16,-0.3,-3,1
COCCN(C(=O)c1ccco1)c1nnc(-c2ccc(OC)cc2)s1,-11,-7,47,7,36,-6,-36,0.5,-24,15
Cc1ccnc(NS(=O)(=O)c2ccc(NC(=O)C3CCCCC3C(=O)O)cc2)n1 (stereo not given),7,7,-10,1,-12,-4,12,0.6,-5,/
c1ccc(CC2CCN(C(c3cccs3)c3nnnn3C3CCCC3)CC2)cc1 (stereo not given),-11,5,0,-4,33,-3,-33,-0.4,-10,/
CCOC(=O)C1=C(C)Nc2ccccc2N=C1NC(=O)Cc1ccc(Br)cc1,8,-5,2,-3,-20,4,20,-0.8,5,-1

Compound,PvdQ inh,Rtt109 Vps75,MITF TRPM1 HTS,HTR5A ag,SR-BI HDL uptake,cardiac RTF act,SR-BI uptake up,CDK5 inh,dFosB act,Wnt act
O=C(CN1CCCCCC1)Nc1cccc(NC(=O)CN2CCCCCC2)c1,-4,1,/,-2,-21,-7,21,1.1,7,-2
COc1ccc(C)cc1S(=O)(=O)N1CCN(Cc2ccccc2)CC1,-2,-13,4,-1,2,-5,-2,-2.5,3,-3
Cc1ccc(NC(=O)CCN2C(=O)c3ccccc3Sc3ncccc32)cc1,7,13,7,0,1,-5,-1,0.3,-8,0
COc1ccc(NS(=O)(=O)c2ccc(N3CCN(CCO)CC3)c([N+](=O)[O-])c2)cc1,-3,-1,-9,5,-7,4,7,-0.9,-3,-3
CC(NC(=O)c1cc(-c2ccc3c(c2)OCO3)nc2ccccc12)C(C)(C)C (stereo not given),-13,-7,-3,5,61,2,-61,-0.8,5,-2
CCCN(CCC)CCNC(=O)C1c2ccccc2C(=O)N(CCOC)C1c1ccc(F)cc1 (stereo not given),-3,-5,/,6,9,-2,-9,0.3,-6,/
CC1=NN(c2nc(-c3ccc(C)cc3)cs2)C(=O)C1N=Nc1cccc(C)c1 (stereo not given),-18,-11,9,-2,19,-6,-19,2.5,0,-1
